Screening data as filed in PubChem.
Anthrax LF inh2: Bacillus anthracis LF protease inhibitors, primary screen, biochemical, multiplex microsphere, MLPCN library; hit rate 0.12% among 360,000; inhibition, % at 10 µM; AID 588501, 2011; multiplex microsphere protease cleavage assay; also: plate controls were buffer without enzyme for full effect and enzyme alone for no effect
Target sequence (P15917 whole entry, looked up): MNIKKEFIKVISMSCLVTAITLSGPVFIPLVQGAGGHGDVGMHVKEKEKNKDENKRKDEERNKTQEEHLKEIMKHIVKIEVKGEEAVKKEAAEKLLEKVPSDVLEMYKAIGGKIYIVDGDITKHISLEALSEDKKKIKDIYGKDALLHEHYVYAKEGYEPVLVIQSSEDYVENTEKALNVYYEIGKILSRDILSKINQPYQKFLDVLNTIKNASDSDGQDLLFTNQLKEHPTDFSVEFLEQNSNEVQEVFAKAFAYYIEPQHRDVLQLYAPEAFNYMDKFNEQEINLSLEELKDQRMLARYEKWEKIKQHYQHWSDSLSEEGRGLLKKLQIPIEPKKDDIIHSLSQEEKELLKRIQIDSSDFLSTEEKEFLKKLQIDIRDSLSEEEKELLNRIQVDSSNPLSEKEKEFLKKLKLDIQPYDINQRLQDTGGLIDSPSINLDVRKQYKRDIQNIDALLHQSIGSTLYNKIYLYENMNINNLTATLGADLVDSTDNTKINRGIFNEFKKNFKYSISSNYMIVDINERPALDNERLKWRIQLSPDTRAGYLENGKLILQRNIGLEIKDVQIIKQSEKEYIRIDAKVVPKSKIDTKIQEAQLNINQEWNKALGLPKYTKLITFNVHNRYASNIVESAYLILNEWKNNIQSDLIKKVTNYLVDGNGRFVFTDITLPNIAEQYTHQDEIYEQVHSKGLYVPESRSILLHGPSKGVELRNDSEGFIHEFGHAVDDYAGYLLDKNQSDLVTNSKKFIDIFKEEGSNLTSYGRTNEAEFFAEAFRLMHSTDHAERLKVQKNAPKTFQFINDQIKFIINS
BoNT-F LC inh: BoNT/F light chain protease inhibitors, primary screen, biochemical, flow cytometry, MLPCN library | Botulinum neurotoxin type F light chain protease (Clostridium botulinum) | Multiplex microsphere protease cleavage assay | inhibition, % at 10 µM | hit rate 0.22% among 360,000 | AID 588497, 2011; in the data active = inhibition above about 35%, passing the limit was not always enough; also: plate controls were buffer without enzyme for full effect and enzyme alone for no effect
BoNT-A LC inh2: BoNT/A light chain protease inhibitors, primary screen, biochemical, flow cytometry, MLPCN library; multiplex microsphere protease substrate cleavage; inhibition, % at 10 µM; hit rate 0.17% among 360,000; AID 588499, 2011; also: plate controls were buffer without enzyme for full effect and enzyme alone for no effect
* marks the source's active call; other numbers are inactive results; & = joins results of further samples. Rule as the data show it, unless noted: active = inhibition above about 30%; inconclusive = no clear call, values can overlap the other calls; inactive = below that.

1. CC1=C(C(=O)N2CCCCCC2)CC(CC(=O)NCc2cccs2)C(=O)N1CCC1=CCCCC1 (centres undefined)
2. O=C1NC[C@@H](CCCCN2C[C@H](Cc3ccc(O)cc3)N(CCc3ccc(O)cc3)C(=O)C2=O)N(CCc2ccc(O)cc2)C1=O
3. O=C(Nc1ccc2c(c1)OCCO2)C1c2ccccc2OCC(=O)N1Cc1ccc2c(c1)OCO2 (centres undefined)
4. Cc1cccc(C)c1-n1nnnc1C1(C)CCC(=O)N1CCOc1ccccc1 (centres undefined)
5. CC(C)C[C@@H]1COc2cc(N3CCSCC3)ccc2S(=O)(=O)N1
assay / compound,1,2,3,4,5
Anthrax LF inh2,2,-3,4,0,12
BoNT-F LC inh,-4,3,-4,-6,2
BoNT-A LC inh2,-0.7,0.6,-0.2,-0.4,0.0

Complete entries, looked up by structure. Values in the order: Anthrax LF inh2	BoNT-F LC inh	BoNT-A LC inh2
CC1=C(C(=O)N2CCCCCC2)CC(CC(=O)NCc2cccs2)C(=O)N1CCC1=CCCCC1 (centres undefined) is listed with 2	-4	-0.7
O=C(Nc1ccc2c(c1)OCCO2)C1c2ccccc2OCC(=O)N1Cc1ccc2c(c1)OCO2 (centres undefined) is listed with 4	-4	-0.2

(further entries)
6. COc1ccc(Cc2c(-c3ccc(Cl)cc3)nc3cc(C)c(Br)c(C)n23)c(C)c1
7. O=C1NC[C@@H](CCCCN2C[C@H](Cc3ccc(O)cc3)N(CCC3CCCCC3)C(=O)C2=O)N(CCC2CCCCC2)C1=O
8. CC(C)C[C@@H]1COc2cc(N3CC[C@H](O)C3)ccc2S(=O)(=O)N1
9. O=S1(=O)CC(N2CC=CC2)CN1Cc1cn(Cc2cccc(C(F)(F)F)c2)nn1 (centres undefined)
10. CCC(c1nnnn1-c1ccc2c(c1)OCCO2)N1CCN(c2ccc(C)cc2)CC1 (centres undefined)
assay / compound,6,7,8,9,10
Anthrax LF inh2,-1,-4,-4,-2,-10
BoNT-F LC inh,-4,-4,4,-2,0
BoNT-A LC inh2,-0.3,-1.3,-0.7,-0.7,-0.6

11. COc1ccc(CN2C(=O)CCC2(C)c2nnnn2-c2ccc3c(c2)OCCO3)cc1OC (centres undefined)
12. COc1ccc(CCN2C(=O)COc3ccccc3C2C(=O)Nc2c(C)cccc2C)cc1OC (centres undefined)
13. CCOc1ccccc1C(=O)NCCN1CCC(n2c(=O)[nH]c3ccccc32)CC1
14. COc1cc(OC)cc(C2=Cc3ccccc3C(CC(=O)c3ccco3)N2c2ccc(-c3cncnc3)cc2)c1 (centres undefined)
15. CC1=C(C(=O)N2CCCCCC2)CC(CC(=O)NCCN2CCOCC2)C(=O)N1Cc1ccc(C(C)(C)C)cc1 (centres undefined)
assay / compound,11,12,13,14,15
Anthrax LF inh2,-3,4,-4,-10,-4
BoNT-F LC inh,-11,2,-4,-6,-8
BoNT-A LC inh2,0.8,-0.4,-0.1,2.7,0.0

16. CCOC(=O)[C@]12CCCC=C1N(Cc1cccc3ccccc13)C(=O)[C@H](CC(=O)N1CCOCC1)C2
17. COCCCn1cc(CN2CC(N3CCCC3)CS2(=O)=O)nn1 (centres undefined)
18. CCOC(=O)[C@]12CCCC=C1N(Cc1ccc(Cl)cc1Cl)C(=O)[C@H](CC(=O)NCc1ccc(OC)c(OC)c1)C2
19. CCOC(=O)[C@]12CCCC=C1N(Cc1ccco1)C(=O)[C@H](CC(=O)NCc1cccs1)C2
20. O=[N+]([O-])c1nccn1C1C=CC(O)C(CO)O1 (centres undefined)
assay / compound,16,17,18,19,20
Anthrax LF inh2,-7,-6,9,-1,2
BoNT-F LC inh,-7,-1,4,-5,2
BoNT-A LC inh2,-0.6,0.4,0.3,-0.9,-0.3

21. Cc1ccc(S(=O)(=O)N2CCC(=O)N([C@H](COCc3ccc(Cl)cc3)Cc3ccccc3)CC2)cc1
22. CCOC(=O)[C@]12CCCC=C1N(Cc1ccco1)C(=O)[C@H](CC(=O)NCCCCc1ccccc1)C2
23. CCOC(=O)[C@]12CCCC=C1N(Cc1ccc3c(c1)OCO3)C(=O)[C@H](CC(=O)NCc1cccs1)C2
24. O=C1NC[C@H](Cc2ccc(O)cc2)N(C[C@@H]2CCCN2C[C@H](Cc2ccccc2)N2C[C@H](Cc3ccc(O)cc3)N(CC3CCCCCC3)C(=O)C2=O)C1=O
25. C=C1C[C@@H]2C[C@@H]2CN(S(=O)(=O)c2ccc(C)cc2)[C@@H]1c1ccco1
assay / compound,21,22,23,24,25
Anthrax LF inh2,-2,-3,0,-3,-2
BoNT-F LC inh,-4,-4,2,-10,-7
BoNT-A LC inh2,-0.1,-0.3,-0.6,0.7,-0.3

26. O=C1O[C@@H](c2ccccc2)C[C@@H](O)C(=O)CCc2ccccc21
27. O=S1(=O)CC(N2CCSCC2)CN1Cc1cn(Cc2ccc(F)cc2)nn1 (centres undefined)
28. COc1ccc(OC)c(CN2C(=O)c3ccccc3C2c2nnnn2-c2ccc3c(c2)OCCO3)c1 (centres undefined)
29. COC(=O)[C@@H]1N=C(c2ccc(OC)cc2)O[C@]12C(=O)N(Cc1ccccc1)c1ccccc12
30. Cc1ccc(-c2nc3ccc(C)cn3c2CC2CCCCC2)cc1
assay / compound,26,27,28,29,30
Anthrax LF inh2,-10,-8,1,2,3
BoNT-F LC inh,0,1,5,-2,17
BoNT-A LC inh2,-0.1,-0.1,-1.2,0.6,1.2

31. O=C(OCc1ccccc1)c1c(-c2ccccc2)oc2c1C(OCCO)CCC2 (centres undefined)
32. CC(C)C[C@H]1CN(CCCC[C@H]2CNC(=O)C(=O)N2Cc2ccccc2)C(=O)C(=O)N1CC1CCCCC1
33. CCOC(=O)[C@]12Cc3cc(C)ccc3[C@H]1N(Cc1ccccc1)C(=O)c1cc(F)c(F)cc12
34. O=C1NC[C@H](CCCCN2C[C@H](Cc3ccccc3)N(CC3CCCCC3)C(=O)C2=O)N(CCc2ccc(O)cc2)C1=O
35. COC(=O)c1ccc2nc(-c3ccccc3)c(Cc3ccccc3C(F)(F)F)n2c1
assay / compound,31,32,33,34,35
Anthrax LF inh2,-6,-9,-1,-1,0
BoNT-F LC inh,3,-1,-5,-13,1
BoNT-A LC inh2,-0.5,0.2,-0.3,-0.6,0.8

7 compounds from above, limited to Anthrax LF inh2.
nr	Compound	Anthrax LF inh2
14	COc1cc(OC)cc(C2=Cc3ccccc3C(CC(=O)c3ccco3)N2c2ccc(-c3cncnc3)cc2)c1 (centres undefined)	-10
15	CC1=C(C(=O)N2CCCCCC2)CC(CC(=O)NCCN2CCOCC2)C(=O)N1Cc1ccc(C(C)(C)C)cc1 (centres undefined)	-4
16	CCOC(=O)[C@]12CCCC=C1N(Cc1cccc3ccccc13)C(=O)[C@H](CC(=O)N1CCOCC1)C2	-7
17	COCCCn1cc(CN2CC(N3CCCC3)CS2(=O)=O)nn1 (centres undefined)	-6
18	CCOC(=O)[C@]12CCCC=C1N(Cc1ccc(Cl)cc1Cl)C(=O)[C@H](CC(=O)NCc1ccc(OC)c(OC)c1)C2	9
19	CCOC(=O)[C@]12CCCC=C1N(Cc1ccco1)C(=O)[C@H](CC(=O)NCc1cccs1)C2	-1
20	O=[N+]([O-])c1nccn1C1C=CC(O)C(CO)O1 (centres undefined)	2

Carrying on:
36. C[C@H](NC(=O)[C@@H]1CCCN1C(=O)[C@@H]1CCCN1)c1ccccc1
37. CCC(=O)N1Cc2cc(C(=O)N(C)C)nc(-c3cccc(-c4cncnc4)c3)c2[C@@H]1CCO
38. COc1ccc(N2C(c3cc(OC)cc(OC)c3)=Cc3ccccc3C2CC(C)=O)cc1 (centres undefined)
39. CCOC(=O)[C@]12Cc3cc(OC)ccc3[C@H]1N(Cc1ccccc1)C(=O)c1cc(OC)ccc12
40. CCCCNC(=O)OC1CC2CC1[C@H]1CCCCN1C2=O (some centres undefined)
assay / compound,36,37,38,39,40
Anthrax LF inh2,-6,-2,-10,3,-9
BoNT-F LC inh,6,0,1,0,-6
BoNT-A LC inh2,-1.3,0.0,4.2,0.0,-0.7

41. O=C1NC[C@@H](CCCCN2C[C@H](Cc3ccc(O)cc3)N(CCc3ccccc3)C(=O)C2=O)N(CCc2ccc(O)cc2)C1=O
42. c1ccc2c(C(c3nnnn3-c3ccc4c(c3)OCCO4)N3CCOCC3)ccnc2c1 (centres undefined)
43. CCCCCCCCN1C(=O)[C@H](CC(=O)N2CCCCC2)C[C@@]2(C(=O)OC)CCCCC=C12
44. O=C1COc2ccccc2C(c2nc3ccccc3[nH]2)N1C1CC1 (centres undefined)
45. O=C(NCc1ccccc1Cl)[C@H]1CCCN1C(=O)[C@H]1CCCN1C(=O)c1ccc(Cl)cc1
assay / compound,41,42,43,44,45
Anthrax LF inh2,8,3,-8,11,-11
BoNT-F LC inh,-2,1,-9,7,0
BoNT-A LC inh2,0.7,-0.4,0.0,1.5,-0.7

46. COc1cccc(-c2oc3c(c2C#CCCO)C(O)CCC3)c1 (centres undefined)
47. COC(=O)[C@]12CCCCC=C1N(Cc1ccco1)C(=O)[C@H](CC(=O)NCc1cccs1)C2
48. CCOC(=O)C1=NOC2(C1)C(=O)Nc1ccc(OC)cc12 (centres undefined)
49. Cc1cccc(C)c1-n1nnnc1C(c1ccnc2ccccc12)N1CCOCC1 (centres undefined)
50. Cc1ccc(-c2nc3c(C)cc(Br)cn3c2Cc2ccccc2)cc1
assay / compound,46,47,48,49,50
Anthrax LF inh2,0,-4,0,-7,0
BoNT-F LC inh,1,7,4,1,-6
BoNT-A LC inh2,-0.2,0.5,0.3,0.3,0.8

As a working copy, two of the compounds above.
49. Cc1cccc(C)c1-n1nnnc1C(c1ccnc2ccccc12)N1CCOCC1 (centres undefined)
50. Cc1ccc(-c2nc3c(C)cc(Br)cn3c2Cc2ccccc2)cc1
assay / compound,49,50
Anthrax LF inh2,-7,0
BoNT-F LC inh,1,-6
BoNT-A LC inh2,0.3,0.8

New compounds follow.
51. CN(Cc1cccc(-c2ccncc2)c1)C(=O)Oc1ccccc1Cl
52. C[C@@H]1COc2cccc(N3CCN(C)CC3)c2S(=O)(=O)N1
53. COc1cccc(CNC(=O)[C@@H]2CCCN2C(=O)[C@H]2CCCCN2C(=O)c2cccc3ccccc23)c1
54. COC(=O)[C@]12CCCCC=C1N(Cc1ccco1)C(=O)[C@H](CC(=O)NCCCN1CCCC1=O)C2
55. COC(=O)[C@@]1(Sc2ccc(C)cc2)CC(=O)N[C@@H]1c1ccco1
assay / compound,51,52,53,54,55
Anthrax LF inh2,-11,-6,-6,-5,-6
BoNT-F LC inh,-16,1,-1,-11,4
BoNT-A LC inh2,-0.6,-0.2,-0.3,-0.5,0.8

56. COc1ccc(C(=O)c2[nH]c(N)c(C(N)=O)c2-c2ccc(OC)c(OC)c2)cc1
57. CCOc1cc(OCC)cc(C(=O)N2CCC[C@H]2C(=O)N2CCC[C@H]2C(=O)NCc2ccncc2)c1
58. O=C(NCc1ccccc1Cl)[C@H]1CCCN1C(=O)[C@H]1CCCN1C(=O)c1cccc2ccccc12
59. CCCCC[C@@H]1CCCCC[C@@H](O)C[C@@H](O)[C@H](O)/C=C/C(=O)O1
60. O=C(c1cccc(Cl)c1)N1CCC(=O)N([C@H](COCc2ccccc2)Cc2ccccc2)CC1
assay / compound,56,57,58,59,60
Anthrax LF inh2,0,-6,-2,-8,-9
BoNT-F LC inh,-12,0,-5,5,4
BoNT-A LC inh2,-1.4,-0.7,0.0,-0.6,0.4

61. CCOC(=O)[C@]12CCC=C1N(Cc1ccc3c(c1)OCO3)C(=O)[C@H](CC(=O)N1CCSCC1)C2
62. Cc1cccc(C)c1-n1nnnc1C1c2ccccc2C(=O)N1CCc1ccccc1F (centres undefined)
63. Cc1cc2nc(-c3ccc(Cl)cc3)c(CC3CCCCC3)n2c(C)c1Br
64. CCCCCCn1cc(CN2CC(N3CCCC3)CS2(=O)=O)nn1 (centres undefined)
65. CCOc1cc(OCC)cc(C(=O)N2CCC[C@H]2C(=O)N2CCC[C@H]2C(=O)NCc2ccccn2)c1
assay / compound,61,62,63,64,65
Anthrax LF inh2,-3,-6,4,-7,4
BoNT-F LC inh,-4,-4,10,-6,-6
BoNT-A LC inh2,0.2,-0.2,0.7,-1.1,-0.4

66. CCCCn1nnnc1C1(C)CCC(=O)N1CCCn1ccnc1 (centres undefined)
67. CCOC(=O)[C@]12CCC=C1N(Cc1cccc3ccccc13)C(=O)[C@H](CC(=O)NCC1CCCCC1)C2
68. O=C1c2ccccc2C(c2nnnn2Cc2ccccc2)N1Cc1cccc(F)c1 (centres undefined)
69. CCOC(=O)[C@]12CCC=C1N(Cc1ccc3c(c1)OCO3)C(=O)[C@H](CC(=O)N1CCCC1)C2
70. NC(=O)c1c(N)[nH]c(C(=O)c2ccccc2)c1-c1ccncc1
assay / compound,66,67,68,69,70
Anthrax LF inh2,-2,4,1&-5,1,-3
BoNT-F LC inh,-20,-16,2&2,1,-2
BoNT-A LC inh2,-1.1,-0.2,1.1&-0.7,0.5,0.6

71. CCOC(=O)[C@]12Cc3c(cc(OC)c(OC)c3OC)[C@H]1N(C1CCCCC1)C(=O)c1ccccc12
72. CC(C)C[C@H]1COc2cc(N3CC[C@H](O)C3)ccc2S(=O)(=O)N1
73. Cc1cccc(CN2CCN(C3CN(Cc4cn(Cc5ccc(F)cc5)nn4)S(=O)(=O)C3)CC2)c1 (centres undefined)
74. CN(Cc1cn(Cc2cccc(Cl)c2)nn1)C1CN(Cc2cn(Cc3cccc(Cl)c3)nn2)S(=O)(=O)C1 (centres undefined)
75. COc1ccccc1CCn1cnc(C)c1CC(C)C
assay / compound,71,72,73,74,75
Anthrax LF inh2,-5,6,-1,-3,5
BoNT-F LC inh,-12,-9,3,5,-3
BoNT-A LC inh2,-0.1,0.0,0.5,0.1,0.8

Some of the compounds tested. The share of hits here may be higher or lower than overall.
